HIF-2a inh: HIF-2a reporter inhibitors, primary screen, luminescence, 786-0 RCC cells | 786-0 RCC cells HIF-2a reporter, luciferase luminescence, overnight | inhibition, % at 18.8 µM | 360,000 compounds, 0.72% hits | AID 624352, 2012;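 active = inhibition of the luminescence signal of 40% or more relative to plate controls, in a single-dose primary screen at 18.75 µM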
iPSC survival up: enhancers of single-cell hiPSC survival, primary screen, ATPlite luminescence | survival enhancement, % at 20 µM | AID 602274, 2012 | 360,000 compounds, 0.044% hits | 100% = ROCK inhibitor wells, 0% = DMSO; in the data active = survival enhancement above about 18%;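 note: cells exposed to compounds for 16 hours before the ATP read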
NR2E3 ag-1: inhibitors of NR2E3-RetCOR corepressor binding, primary screen, NR2E3 agonist project, biochemical, TR-FRET, GST-NR2E3, biotin-RetCOR; Photoreceptor-specific nuclear receptor (Homo sapiens), Q9Y5X4; 320,000 compounds, 0.12% hits; 1536-well; inhibition of corepressor binding, % at 4.78 µM; AID 2300, 2010;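 active = percent inhibition above the cutoff of mean plus 3 SD of all tested compounds, set per screening campaign, cut at about 20% in these data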;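 note: 0% = DMSO wells and 100% = biotin wells as full block of FRET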
Target sequence (Q9Y5X4 whole entry, looked up): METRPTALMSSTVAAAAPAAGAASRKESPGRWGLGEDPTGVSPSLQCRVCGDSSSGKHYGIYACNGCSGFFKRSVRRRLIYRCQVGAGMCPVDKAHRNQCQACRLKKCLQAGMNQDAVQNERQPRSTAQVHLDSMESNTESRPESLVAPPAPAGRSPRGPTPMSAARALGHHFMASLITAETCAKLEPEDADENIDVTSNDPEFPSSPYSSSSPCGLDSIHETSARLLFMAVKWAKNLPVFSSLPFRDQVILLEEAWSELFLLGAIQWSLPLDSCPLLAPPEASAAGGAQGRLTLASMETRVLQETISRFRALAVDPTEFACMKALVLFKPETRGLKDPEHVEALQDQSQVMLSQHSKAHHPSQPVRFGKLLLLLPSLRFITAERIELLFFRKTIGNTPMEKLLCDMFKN
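Assay system: NR2E3–RetCOR corepressor complex. Quantity: 1.35 nM GST-NR2E3. Buffer or medium: pH 7.5 Tris-based buffer. Reagent: biotinylated RetCOR corepressor at 7 nM final. Schedule: 5 h at 4 °C. Detection: TR-FRET, emission read at 617 and 671 nm. Replicates: one well per compound, singlicate testing.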
CF NFkB inh: inhibitors of PAF-induced NF-kB signaling, primary screen, cell-based, GFP fluorescence, uHTS | inhibition, % at 5 µM | 360,000 compounds, 0.86% hits | AID 588850, 2011 | KKLEB NF-kB-GFP reporter, GFP fluorescence overnight;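 active = at least 50% inhibition at 5 µM, scaled per plate between neutral and stimulator controls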;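 note: PAF is a Pseudomonas aeruginosa culture filtrate used as stimulus; plate controls were PAF-stimulated DMSO wells for no effect and unstimulated DMSO wells for full effect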
KKLEB cytotox: cytotoxicity in KKLEB CF airway cells, primary screen, cytotoxicity control for CF NF-kB inhibitor project, cell-based, uHTS, fluorescence assay plates; KKLEB CF airway cells viability, ATPlite luminescence, overnight; hits give low values; cells stimulated with P. aeruginosa culture filtrate; activity change (cytotoxicity), % at 5 µM; 360,000 compounds, 0.36% hits;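 active = corrected activity change at or below -50% at 5 µM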
EBV LMP1 NFkB: EBV LMP1-driven NF-kappaB luciferase reporter inhibitors, primary screen, cell-based, luminescence, single point. AID 504558, 2011. inhibition, % at 12.5 µM. LMP1-induced NF-kappaB luciferase reporter cells. 350,000 compounds, 0.69% hits; in the data active = inhibition above about 41%; inconclusive = no clear call, values can overlap the other calls;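 note: 0% = neutral control wells and 100% = reference inhibitor control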
Shn3 3UTR inh: reduction of Shn3 3'UTR firefly luciferase signal, primary screen, Schnurri-3 inhibitor project, cell-based, Clone20 osteoblasts, set 2; inhibition, % at 12.5 µM; 360,000 compounds, 0.52% hits; AID 588674, 2011; Clone20 osteoblast Shn3 3'UTR firefly luciferase, 24 h;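 active = mean inhibition of at least 75% with every replicate also reaching 75%; inconclusive = mean inhibition at least 75% but some replicate below; inactive = mean inhibition below 75%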;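 note: 0% = median of neutral control wells and 100% = pilot-screen positive control compound; some compounds past the cut are filed as inactive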
TRPM1 prom inh: inhibitors of MITF-dependent TRPM1 promoter reporter, primary screen, cell-based, SK-MEL-5, single point, luciferase; inhibition, % at 12.5 µM; 330,000 compounds, 0.83% hits; SK-MEL-5 TRPM1 promoter luciferase, 24 h; AID 488899, 2010;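 active = mean inhibition across replicates of 60% or more, whatever share of single replicates reaches that level; inconclusive = some that reach 60%, reason not given; inactive = mean inhibition across replicates below 60%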; note: values of inactives mirror those of a sister screen read the other way
Peg3 promoter: Peg3 promoter-driven luciferase inhibitors, primary screen, cell-based, HeLa, luciferase luminescence; HeLa PEG-Prom luciferase reporter, overnight; 360,000 compounds, 1.7% hits; inhibition, % at 20 µM;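 active = inhibition of at least 50% at 20 µM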
NR2E3 ag-2: NR2E3 agonists in two-hybrid cells, primary screen, cell-based, luminescence, CHO-S, Gal4-NCOR/VP16-NR2E3; 360,000 compounds, 0.35% hits; inhibition of corepressor binding, % at 3.98 µM; AID 602229, 2012; luciferase;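 active = inhibition above the mean of all tested compounds plus 3 SD, cut at about 70% in these data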;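 note: 0% = DMSO with NR2E3 transfected cells and 100% = cells lacking NR2E3 construct; higher means lower luciferase signal from less NR2E3 corepressor binding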
TRAIL sens C8: viability loss with TRAIL in NB7+C8 cells, primary screen, TRAIL sensitizer project, cell-based, ATPlite luminescence; inhibition (viability loss, TRAIL sensitization), % at 10 µM; 360,000 compounds, 1% hits;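 active = compounds causing at least 50% loss of cell viability in the single-dose screen, relative to plate controls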
The depositor's hits bear a star; ? = inconclusive; / = not tested or not shown. This is a subset. The share of hits here may be higher or lower than overall.

A first look, 7 compounds:
Molecule	HIF-2a inh	iPSC survival up	NR2E3 ag-1	CF NFkB inh	KKLEB cytotox	EBV LMP1 NFkB	Shn3 3UTR inh	TRPM1 prom inh	Peg3 promoter	NR2E3 ag-2	TRAIL sens C8
O=C(NCc1ccco1)c1ccc2c(c1)N(Cc1ccccc1)C(=O)CS2	2	4.1	0	-4	-10	7	6	15	33	-9	-1
COc1ccc2cc3cc(C(=O)N(C)C4CCCCC4)oc3nc2c1	-189	0.5	3	-20	-2	-36	-135	-69	-237	-101	33
O=C(Nc1ccccc1C(=O)N1CCCCC1)c1cccs1	9	0.3	7	6	8	-3	14	17	9	-6	-16
O=C(CNc1ccc(F)cc1)c1ccccc1	-103	-1.7	8	14	-9	-6	-1	-34	-80	-42	-7
Cc1ccc(SCCN2CCN(C)CC2)cc1	11	-0.2	1	-3	-11	2	0	-5	-3	17	-1
CCCCNC(=O)CCn1nc(-c2ccccc2)c2ccccc2c1=O	16	0.1	2	-3	-2	2	8	6	18	-2	-6
CC12C=CC(=O)C=C1CCC1C2C(=O)C[C@@]2(C)C1CCC2(O)C(=O)CO (some centres not stated)	2	1.5	0	12	1	5	9	-5	-10	-2	2

All compounds of this part, repeating the preview:
Molecule	HIF-2a inh	iPSC survival up	NR2E3 ag-1	CF NFkB inh	KKLEB cytotox	EBV LMP1 NFkB	Shn3 3UTR inh	TRPM1 prom inh	Peg3 promoter	NR2E3 ag-2	TRAIL sens C8
O=C(NCc1ccco1)c1ccc2c(c1)N(Cc1ccccc1)C(=O)CS2	2	4.1	0	-4	-10	7	6	15	33	-9	-1
COc1ccc2cc3cc(C(=O)N(C)C4CCCCC4)oc3nc2c1	-189	0.5	3	-20	-2	-36	-135	-69	-237	-101	33
O=C(Nc1ccccc1C(=O)N1CCCCC1)c1cccs1	9	0.3	7	6	8	-3	14	17	9	-6	-16
O=C(CNc1ccc(F)cc1)c1ccccc1	-103	-1.7	8	14	-9	-6	-1	-34	-80	-42	-7
Cc1ccc(SCCN2CCN(C)CC2)cc1	11	-0.2	1	-3	-11	2	0	-5	-3	17	-1
CCCCNC(=O)CCn1nc(-c2ccccc2)c2ccccc2c1=O	16	0.1	2	-3	-2	2	8	6	18	-2	-6
CC12C=CC(=O)C=C1CCC1C2C(=O)C[C@@]2(C)C1CCC2(O)C(=O)CO (some centres not stated)	2	1.5	0	12	1	5	9	-5	-10	-2	2
CC(C)C(=O)Nc1cccc(C(=O)NCc2ccc(S(N)(=O)=O)cc2)c1	25	-0.6	2	-2	3	6	16	16	17	-1	-6
O=C1C(C=NCCCN2CCCC2=O)=C(O)c2ccccc21	-140	1.1	5	15	-4	-14	-37	-33	-138	-80	18
CC(=O)N(C)C[C@@H]1Oc2ncc(C#Cc3ccc(F)cc3)cc2C(=O)N([C@@H](C)CO)C[C@H]1C	-4	2.4	/	-26	23	6	0	/	0	-17	-11
Cc1ccc(C)c(S(=O)(=O)NCC(=O)Nc2ccc3c(c2)OCO3)c1	17	-0.4	/	-9	-5	-9	3	7	5	3	21
CN(CC(=O)NCc1cccnc1)S(=O)(=O)c1cc(Cl)ccc1Cl	-2	-0.4	1	11	-15	3	-14	2	-1	12	-5
CCN(CC)CCCNC(=S)N(CCO)Cc1cc2cc3c(cc2[nH]c1=O)OCO3	13	0.0	3	7	-6	7	3	-10	6	-14	-4
Cc1nc(-c2ccccn2)nc(SCC(=O)c2ccc(F)cc2)c1Cl	22	0.3	-3	1	-9	-14	10	-8	3	-18	11
COc1ccc(CSc2ncnc3sccc23)cc1F	-166	-0.2	1	-5	12	5	4	-21	-88	-34	-9
CC(C)(C)n1nnnc1C(c1cccc(C#N)c1)N1CCC(Cc2ccccc2)CC1 (configuration not stated)	0	-1.5	2	14	-22	-6	50	1	10	-3	6
Cc1ccc(N2CC(C(=O)Nc3nnc(SCC(=O)Nc4nc(C)cs4)s3)CC2=O)cc1 (configuration not stated)	-4	-0.1	-1	-7	-3	5	-9	-11	4	13	4
Cc1cc(C(=O)N/N=C/c2cccc([N+](=O)[O-])c2O)n[nH]1	2	-2.5	-3	10	0	3	-5	-2	8	-23	0
COC(=O)[C@H]1[C@H](C(=O)OC)[C@@H](C(=O)OC)N(c2ccc(OC)cc2)[C@@H]1C(=O)OC	12	1.0	1	-1	7	-8	-9	12	5	-3	-6
O=C(NC1CCCC1)c1ccc(Cl)s1	-31	-0.2	1	-5	19	-9	-4	-7	-15	-17	-8
COc1ccc(N2CCN(C3CCCN(C(=O)CN4CCOC4=O)C3)CC2)cc1 (configuration not stated)	2	0.1	0	5	12	-1	7	2	18	-11	3
Clc1ccc(OCCOCCOc2cccc3cccnc23)c(Br)c1	-28	-2.0	0	20	-9	2	2	4	-69	-57	-7
Cc1ccc(S(=O)(=O)c2nc(-c3ccc(F)cc3)oc2N2CCOCC2)cc1	19	0.2	5	21	-7	-12	-20	-3	2	4	-17
CCn1c(SCC(=O)NNC(=O)Cc2ccccc2)nnc1-c1ccncc1	-2	-2.6	1	-3	-22	-7	0	7	-15	-15	0
CCOC(=O)c1ccc(S(=O)(=O)n2c(=O)oc3ccccc32)cc1	-9	0.5	2	-9	5	-7	14	-1	-6	28	4

Continuation:
Results follow in this order: HIF-2a inh	iPSC survival up	NR2E3 ag-1	CF NFkB inh	KKLEB cytotox	EBV LMP1 NFkB	Shn3 3UTR inh	TRPM1 prom inh	Peg3 promoter	NR2E3 ag-2	TRAIL sens C8
- Cc1ccc(NC(=O)CNC(=O)OCc2ccccc2)cc1C
 : -14	0.1	-4	-1	12	-7	-8	-3	5	-27	16
- CCC1Nc2ncnc(N3CCOCC3)c2N(Cc2ccccc2)C1=O (configuration not stated)
 : 0	2.6	3	0	4	2	-4	-1	8	-19	4
- CC1CCN(c2c(NCC3CCC(C(=O)N4CCCC(C)C4)CC3)c(=O)c2=O)CC1 (configuration not stated)
 : 22	1.5	1	-9	-2	21	-6	-4	11	9	12
- COc1ccccc1CNC(=O)CC(NS(=O)(=O)c1ccc(C)cc1)c1ccco1 (configuration not stated)
 : 11	-1.0	2	-1	6	2	7	15	-3	-4	-13
- Cc1ccc(NCC(O)Cn2cnc3c2c(=O)n(C)c(=O)n3C)cc1 (configuration not stated)
 : 13	1.8	2	-7	-5	-12	26	8	9	-19	-7
- CCc1nnc(NC(=O)CSc2nnc(C(C)NC(=O)c3ccccc3)n2C)s1 (configuration not stated)
 : 4	0.3	1	10	-2	-1	-6	-15	4	-20	-15
- COc1ccc(S(=O)(=O)N2CCc3ccccc32)cc1C(=O)N1CCN(C=O)CC1
 : 2	1.7	4	12	-9	0	-11	16	3	-6	-12
- CC(=O)NC(=O)NC1CSCC1OC(C)=O (configuration not stated)
 : 13	3.4	-2	12	11	3	-14	5	3	-1	-13
- CC(C)(C)NC(=O)NC(=O)COc1ccccn1
 : 0	-1.3	-1	-5	-5	3	-2	14	9	33	-1
- O=C(OC1CCOC1=O)c1ccccc1C(=O)c1ccc(Cl)c([N+](=O)[O-])c1 (configuration not stated)
 : -8	-3.0	3	72*	-12	-6	9	3	-2	25	2
- COCc1cc(N2CCCCC2)nc(-c2ccccc2)n1
 : 6	-1.0	0	20	-6	2	4	5	13	-10	13
- O=C1SCCC1NS(=O)(=O)c1ccc([N+](=O)[O-])cc1 (configuration not stated)
 : -10	4.0	4	3	-14	-8	-2	3	9	0	5
- COc1ccc(NC(=O)C2CCCN2S(=O)(=O)c2ccc3c(c2)CCC(=O)N3)cc1 (configuration not stated)
 : -5	-0.5	0	4	5	-39	-19	-2	3	-3	-3
- CC(=O)OCC(O)C1(O)CCC2C3CCC4=CC(=O)CCC4(C)C3C(O)CC21C (configuration not stated)
 : 12	-0.8	/	42	-3	/	-10	/	-8	12	7
- COc1cc(SC)ccc1C(=O)OCC(=O)NCC(C)C
 : 2	-0.5	0	-9	9	-11	62	-2	-19	11	-6
- CCCNC(=O)C1(C)CCN(C(=O)c2ccc(OC)cc2OC)C1 (configuration not stated)
 : 17	0.7	/	-13	-7	/	-5	/	1	13	-8
- CCOC(=O)c1cccc(NC(=O)C2CCCN(S(=O)(=O)c3cnc[nH]3)C2)c1 (configuration not stated)
 : 3	5.1	2	16	5	5	-6	-7	-3	-4	3
- CCN(CC)S(=O)(=O)c1cccc(C(=O)N2CCCCC2)c1
 : 13	5.0	-2	-2	-4	1	-5	5	2	10	11
- Cc1nn(CC(=O)Nc2ccccn2)c(=O)c2ccccc12
 : 13	0.3	2	8	0	7	14	-5	9	-1	2
- NCC12CC3CC(C1)CC(c1ccc(Cl)cc1)(C3)C2
 : 13	-3.7	0	23	-29	-77	27	23	108*	10	4
- Nc1cc2c(cc1Br)-c1ccccc1C2=NO
 : -197	4.0	/	50*	10	-7	-58	-20	-315	-43	-3
- CC(=O)c1c(C)[nH]c(C(=O)OCC(=O)NCc2ccccc2)c1C
 : -17	0.6	/	-19	-7	4	11	/	-9	-15	3
- Cc1ccc(OCCn2cc(C(=S)N3CCCC3)c3ccccc32)cc1C
 : -27	-1.4	2	-17	-2	?	25	-5	22	2	12

Screens as filed in PubChem BioAssay.
